APJ ag – activates the human apelin receptor APJ | P35414 | CHO-K1 APJ PathHunter beta-arrestin, luminescence; 0% DMSO wells, 100% apelin | activation, % at 20 µM | 0.11% of 330,000 active | AID 2520;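 active means activation more than six SD over the plate average, tested at 20 µM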;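 further: 0% = DMSO alone and 100% = apelin-13 at 10 nM; some results filed as inactive read as strong as hits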
Target sequence (P35414 whole entry, looked up): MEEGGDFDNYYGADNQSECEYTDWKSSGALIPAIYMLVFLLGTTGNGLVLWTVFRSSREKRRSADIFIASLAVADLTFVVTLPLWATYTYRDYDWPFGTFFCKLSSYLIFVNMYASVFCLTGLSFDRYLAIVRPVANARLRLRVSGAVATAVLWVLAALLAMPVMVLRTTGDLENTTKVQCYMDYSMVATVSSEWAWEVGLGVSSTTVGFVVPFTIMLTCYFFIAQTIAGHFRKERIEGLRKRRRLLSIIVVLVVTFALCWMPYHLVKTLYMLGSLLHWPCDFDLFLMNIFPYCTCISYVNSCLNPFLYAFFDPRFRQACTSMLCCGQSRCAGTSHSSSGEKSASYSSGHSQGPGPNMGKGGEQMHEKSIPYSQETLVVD
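Assay system – PathHunter CHO-K1 APJ (AGTRL-1) beta-arrestin reporter cells · Compound – one dose, 20 µM compound, 1% DMSO · Timing – compound 90 min 25 °C, reagent 1 h · Measured by – luminescence from split beta-galactosidase complementation, Galacton Star/Emerald II substrate · Measure – beta-arrestin recruitment to APJ as agonist activity, luminescent signal · Benchmarks – DMSO vs Apelin-13 10 nM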
MIN6 prolif – inducers of beta-cell replication in MIN6 cells; 0.29% of 330,000 active; proliferation, % at 10 µM; MIN6 cells proliferation, ATPlite luminescence, 48 h; cells starved in 0.2% serum; 100% = growth in 10% serum;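 active means compounds whose signal lies at least 3.5 SD above the mean of all wells on their plate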;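 further: 0% = DMSO-treated cells in low-serum medium and 100% = 10% serum control; some compounds called inactive have numbers as strong as hits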
GRIN3A LBD mod – NR3A (human) ligand-binding domain modulation; NR3A LBD differential scanning fluorimetry, Tm shift; 0% = protein alone, 100% = glycine-bound protein; Tm shift relative to glycine control, % at 25 µM; 2.5% of 340,000 active; AID 1259313;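 active means melting temperature shift of at least 10% of the positive control shift, at one fixed dose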
MPTP block – permeability transition pore inhibition; isolated mouse mitochondria, Ca2+ swelling absorbance, 30 min; inhibition, % at 10 µM; 1.4% of 360,000 active;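 active means inhibition of 50% or more, scaled per plate between neutral and stimulator controls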;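 further: 0% = DMSO wells given calcium and 100% = 1 mM EGTA wells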
APJ antag – APJ receptor antagonism | P35414 | CHO-K1 APJ beta-arrestin complementation, luminescence | inhibition, % at 20 µM | 0.32% of 330,000 active;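 active means inhibition above about 40% at 20 µM, limit read from the data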;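 further: cells challenged with 10 nM apelin-13 agonist together with compound; plate controls were apelin-13 plus DMSO wells for no effect and DMSO wells lacking apelin-13 for full effect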
tim23-1 inh – growth inhibitors of tim23-1 mutant yeast. inhibition, % at 20 µM. 1.3% of 330,000 active. S. cerevisiae tim23-1 growth, BacTiter-Glo luminescence, 24 h;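 active means growth inhibition of the mutant yeast at or above 50%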;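 further: temperature-sensitive mutant grown at 25 °C; plate controls were DMSO-treated mutant yeast for no effect and medium wells lacking yeast for full effect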
TIM10 inh – growth inhibitors of TIM10 yeast strain; S. cerevisiae TIM10 strain growth, BacTiter-Glo luminescence, 24 h; inhibition, % at 10 µM; 1.4% of 330,000 active; AID 463195;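 active means inhibition of 40% or more at the single tested concentration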;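 further: wild-type TIM10 isogenic control strain grown at permissive 25 °C; 0% = DMSO yeast wells and 100% = minimal medium wells without yeast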
tim10-1 inh – tim10-1 yeast growth inhibition | S. cerevisiae tim10-1 ts strain growth, BacTiter-Glo, 24 h | inhibition, % at 20 µM | 2.2% of 330,000 active;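 active means inhibition of at least 40%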;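 further: mutant grown at 25 °C; 0% = DMSO wells with yeast and 100% = wells holding no yeast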
NLRP3 yeast inh – inhibitors of NALP3 inflammasome in yeast; Yeast reconstituted NLRP3/ASC/caspase-1, beta-gal luminescence, 24 h; inhibition, % at 10 µM; 0.39% of 330,000 active; AID 2825;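 active means inhibition of 50% or more; inactive means inhibition below 50%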;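 further: plate controls were induced DMSO wells for no effect and uninduced yeast grown without galactose for full effect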
Starred values were filed as active, the others as inactive; · = not tested or not shown.

SMILES	APJ ag	MIN6 prolif	GRIN3A LBD mod	MPTP block	APJ antag	tim23-1 inh	TIM10 inh	tim10-1 inh	NLRP3 yeast inh
CN(C)CCCn1c2c(c(SCC(=O)Nc3ccc4c(c3)OCO4)nc1=O)CCC2	-3	-3	-1	-2.3	5	0	5	6	6
COc1ccc2oc(-c3ccccc3)c(C(=O)N(C)C)c2c1	-1	0	-3	2.3	-21	13	10	4	11
CC(=O)NCCC(=O)N1CCCC(N(C)CCc2ccccc2)C1 (centres undefined)	-2	2	-3	-0.1	-13	14	-1	8	7
O=C(/C=C\c1ccc2c(c1)OCO2)NC1(C(=O)Nc2ccc3c(c2)OCO3)CCCCC1	0	-2	-16	0.9	-10	9	11	-1	13
CCN(C(=O)CN1CCN(C)CC1)c1cccc2ccccc12	-7	1	-4	1.2	18	-1	-2	-12	10
COc1ccc(/C=C/C(=O)N2CCOCC2)cc1OC	-2	0	1	0.4	12	-7	-3	-13	28
CCOc1cc(/C=C/c2nc3cc(C)c(C)cc3s2)ccc1OCC(=O)N1CCOCC1	2	0	-2	7.4	8	15	17	23	24
CCOC(=O)C1CCN(C(=O)CCc2c(C)nc3cc(-c4ccccc4)nn3c2C)CC1	-1	-3	0	0.1	-11	18	22	24	12
O=C(Nc1ccncc1)Nc1ccccc1Cl	7	-1	0	1.1	-57	8	9	0	14
O=C(NCCCN1CCOCC1)C1CCN(S(=O)(=O)c2cccc(Cl)c2Cl)CC1	-5	1	0	0.8	-60	-7	-2	-23	29
Cc1cc(C)c(NC(=O)CNC(=O)c2cc(C3CC3)nn2-c2ccccc2)c(C)c1	-2	-3	-1	1.8	7	9	5	3	-2
O=C(COC(=O)/C=C/c1cccc(F)c1)NNC(=O)c1ccccc1	1	1	-1	0.2	-7	4	-2	6	-3
CCCC[C@@H]1CNC(=S)N1CCc1cccc2ccccc12	1	-9	-22	2.0	9	17	7	14	37
CCN(C(=O)c1ccco1)c1nnc(-c2ccc(OC)cc2)s1	-3	-3	0	-0.8	19	10	19	7	16
Cn1c(=O)[nH]c(=O)c2c1nc(N(CCO)Cc1ccccc1)n2Cc1ccccc1Cl	-3	-1	-1	3.9	9	3	3	9	6
CCn1cc(C(=O)O)c(=O)c2cnc(N3CCN(C(=S)Nc4ccccc4C(F)(F)F)CC3)nc21	-1	-2	-2	3.8	-11	19	11	-8	13
COc1ccc(S(=O)(=O)N(C)CC(=O)Nc2c(F)cccc2F)cc1	-2	-3	4	-0.3	1	8	3	8	9
O=C(COc1ccc(Cl)c(Cl)c1)NC1CCS(=O)(=O)C1 (centres undefined)	-1	0	1	-2.7	11	-4	0	-5	-1
O=C(NC1=NCCS1)Nc1ccccc1	-2	-2	2	-1.8	-8	2	0	0	-3
C[C@@H]1CN([C@@H](C)CO)C(=O)c2cccc(NS(=O)(=O)c3ccc(F)cc3)c2O[C@H]1CN(C)C(=O)NC1CCCCC1	-4	-2	0	0.9	20	5	1	-4	16
CCc1ccc(NC(=O)c2onc(C)c2Cl)cc1	-2	-1	0	-2.0	-74	-7	-3	-7	12
COc1cccc(/C=C2\C(=O)N(c3cccc(C)c3)C(=O)c3ccccc32)c1	0	-6	3	-2.1	9	75*	41*	43*	0
COc1ccccc1N1CCN(C2CCN(C(=O)c3ccc(F)cc3)CC2)CC1	0	-2	0	-0.1	-12	16	2	0	8
CC1CCN(Cc2nnnn2-c2cccc([N+](=O)[O-])c2)CC1	1	-1	0	-0.2	14	20	1	26	8
Cc1ccccc1CC(=O)N1CCOCC1	1	1	-1	-1.5	9	-12	2	-19	19
CN1CCC(N2CCN(c3cccc(C(F)(F)F)c3)CC2)CC1	-1	-1	5	-1.5	-7	5	8	11	11
COc1ccc(NC(=O)CN(C)C(=O)CSc2nc3ccccc3s2)cc1	-3	4	·	-2.4	-57	8	-1	8	21
CC(C)n1cnc2c(=S)nc[nH]c21	-4	0	-411	0.7	-11	-6	-17	7	13
CN(NS(=O)(=O)c1cccs1)c1ncc(C(F)(F)F)cc1Cl	-5	4	-1	2.5	2	19	8	16	8
CC(C)OC(=O)NCN1C(=O)C2C3C=CC(C3)C2C1=O (centres undefined)	-1	-3	-2	-4.0	12	2	-3	-12	5
Cc1cc(-c2cc(-c3ccccc3)on2)nc(NC2CCCC2)n1	-5	-8	-23	3.4	-2	27	5	10	25
CCOc1c2ccc(C(=O)NCc3ccc(C)cc3)cc2nn1CC	-6	2	-1	0.8	3	10	12	0	13
CCOC(=O)Cn1nc(C)c2ccccc2c1=O	1	-2	-3	-0.1	18	13	-1	7	9
COc1ccc2c(COC(=O)[C@@H]3CCCN3S(=O)(=O)c3ccc(Cl)cc3)cc(=O)oc2c1	-1	-1	2	-0.5	3	20	-16	12	19
Cc1nonc1NC(=O)CSc1nc2ccc(Cl)cc2[nH]1	1	0	-6	2.6	-4	3	-14	-8	-3
O=c1c(Cl)c(NCC2CCCO2)cnn1C12CC3CC(CC(C3)C1)C2 (centres undefined)	0	-4	-2	-0.4	-21	9	-28	6	0
O=C(Nc1ccccn1)C(=O)N1CCCCC1	0	0	1	3.9	-7	17	6	7	4
CCc1nnc(NC(=O)c2ccc3c(c2)C(=O)N(CC)C3=O)s1	-5	0	0	0.2	6	-7	-2	11	-16
COC(=O)Cc1cc(=O)[nH]c(/N=C(\N)Nc2ccc(C(C)C)cc2)n1	-8	2	-1	3.9	-9	19	2	-1	13
Cc1cc(NC(=O)COC(=O)c2nccnc2N)n(-c2ccccc2)n1	-1	-6	0	-1.1	18	17	11	13	3
CCN(CC)C(=O)[C@H]1C[C@H](CC(=O)NCCC2=CCCCC2)C(=O)N2CCc3c([nH]c4cc(CCC(=O)N(C)C)ccc34)[C@]12C	·	·	-1	-0.1	·	20	-5	5	·
Cn1nnnc1SCCNC(=O)C1CCC(=O)N(CCc2ccccc2)C1 (centres undefined)	-2	-2	-3	0.1	23	13	-1	2	7
COc1ccc(Cn2nnnc2C(c2cc3cc(C)ccc3[nH]c2=O)N2CCOCC2)cc1 (centres undefined)	-2	0	-1	-1.1	23	11	5	5	2
Nc1c(-c2ccc(Cl)cc2)cnc2c(-c3ccccc3)cnn12	-1	-2	-8	5.3	-4	-10	-9	-13	3
COc1ccc(C2=NOC(Cn3nc(-c4ccccc4C)cc3C(=O)O)C2)cc1 (centres undefined)	-1	-2	1	0.2	3	-1	0	-2	8
CCOc1ccccc1Nc1nnc(SCC(=O)NC2CCS(=O)(=O)C2)s1 (centres undefined)	-2	-1	4	-0.1	10	3	5	-4	10
O=C(Cn1c(NCCO)nc2ccccc21)Nc1ccc2c(c1)OCCCO2	-3	0	3	-1.0	10	-7	-11	-1	10
Cc1csc(=O)n1CCC(=O)O	-5	-1	-1	-0.7	-14	2	-1	8	6
Cc1nc2ncccn2c1-c1csc(Nc2ccc(O)cc2)n1	0	-5	-15	0.5	-37	5	-9	20	1
C/C(Cn1nnc([N+](=O)[O-])n1)=N\NC(=O)c1ccc(O)cc1O	8	0	-2	0.3	-92	11	2	13	8
CC(=O)c1ccc(OCCCCCCCOc2ccc(C(C)=O)cc2)cc1	-5	-4	2	24	-9	-3	3	-7	-5
O=C(COC(=O)c1cccc(OC(F)F)c1)NC1CCCC1	-2	-3	0	-0.1	16	2	1	-2	8
NC(=O)c1ccccc1Nc1nc2nc3ccccc3c(=O)n2cc1Br	-2	3	-10	·	-8	10	3	-2	7
COc1ccc(C2C3=C(CC(C)(C)CC3=O)Oc3ncn(CC(C)C)c(=N)c32)cc1 (centres undefined)	-3	-4	-1	30	5	14	7	21	13
O=C1C(C=NCCN2CCOCC2)=C(O)c2ccccc21	-2	0	2	-1.1	6	-4	6	11	35
Cn1c(Cn2c(=O)sc3ccccc32)nnc1SCc1cccc(F)c1	-1	-3	0	-1.2	5	20	1	22	3
COc1ccc(C(=O)Nc2cc(C)cc(C)c2)cc1S(=O)(=O)N1CCOCC1	-1	-2	5	0.4	5	6	12	20	22
CCOC(=O)c1c(-c2ccc(OC)cc2)csc1NC(=O)CSc1nnc(C)c(=O)[nH]1	0	-4	-1	-0.2	15	29	27	19	28
O=C(COc1ccc(Cl)cc1Br)NCC(c1ccco1)N1CCCC1 (centres undefined)	-3	-7	-1	0.1	10	19	17	27	9
C/C=C/C=N/Nc1nc(C)cc(=O)[nH]1	-2	-2	-1	1.6	-1	-6	6	9	2

2 consecutive compounds already listed, quoted:
SMILES	APJ ag	MIN6 prolif	GRIN3A LBD mod	MPTP block	APJ antag	tim23-1 inh	TIM10 inh	tim10-1 inh	NLRP3 yeast inh
O=C(COc1ccc(Cl)cc1Br)NCC(c1ccco1)N1CCCC1 (centres undefined)	-3	-7	-1	0.1	10	19	17	27	9
C/C=C/C=N/Nc1nc(C)cc(=O)[nH]1	-2	-2	-1	1.6	-1	-6	6	9	2

Next section:
SMILES	APJ ag	MIN6 prolif	GRIN3A LBD mod	MPTP block	APJ antag	tim23-1 inh	TIM10 inh	tim10-1 inh	NLRP3 yeast inh
N#Cc1cnc(NOCc2ccc(Cl)cc2)nc1	-2	-2	0	-0.6	20	16	8	4	4
CCN(CC)CCCNC(=O)C(C)n1nc(C)c2sc3ccccc3c2c1=O (centres undefined)	-7	-3	2	1.2	9	12	-9	3	4
Cc1ccc(Nc2nc(CSc3n[nH]c(N)n3)cs2)cc1	-2	-4	-1	1.1	-1	-1	-11	4	-9
Cc1[nH]c2ccc(-c3nnc(SCC(=O)c4ccccc4F)o3)cc2c1C	-4	-4	1	1.2	4	16	30	37	15
O=C(Nc1ccc(NC(=S)NC(=O)c2ccccc2Cl)cc1)c1cccc(Cl)c1	-2	-6	18*	-0.7	9	-2	4	-32	25
NS(=O)(=O)c1ccc(NC(=O)COC(=O)CCC2CCCCC2)cc1	-1	-1	-11	-0.5	-9	-9	-12	-5	-16
CCOc1ccc(-n2c(=O)cc(N3CCN(c4ccccc4)CC3)[nH]c2=O)cc1	-5	-1	-3	-0.2	7	0	0	1	9
COc1cccc(-c2nc(CS(=O)(=O)CC(=O)NCCc3ccccc3)c(C)o2)c1	-3	-2	1	0.8	-2	1	-12	19	12
O=C(CSc1nnc2sc3ccccc3n12)NCc1ccco1	-2	-1	-3	0.0	9	-17	-2	2	-2
O=C(NCCCN1CCOCC1)c1nn2c(C(F)(F)F)cc(-c3ccco3)nc2c1Cl	-1	1	-1	-0.4	-8	-2	8	5	13
COc1ccc(-n2c(C)nnc2SCC(=O)NC2CC2)cc1	-2	1	0	0.0	0	-10	-13	11	12
Cc1cc(NC(=O)CSc2nncn2N)no1	-3	0	-2	-0.1	4	-11	16	-10	8
O=C(Oc1cc2oc(=O)c3c(c2cc1Cl)CCCC3)c1ccco1	1	-2	-1	2.4	-1	13	51*	37	30
CCc1ccc2[nH]c(=O)c(CN(CCN(C)C)C(=O)Nc3ccccc3OC)cc2c1	-2	-3	-1	2.1	-29	-2	21	16	5
Cc1csc2ncc(C(=O)Nc3ccc(C(F)(F)F)cc3)c(=O)n12	-4	2	-1	1.2	18	19	10	10	23
CSc1ccc(CN(C)C(=O)CNC(=O)c2sc3ccccc3c2Cl)cc1	-8	-4	-6	1.7	9	24	4	15	18
O=C(C[n+]1ccncc1)c1ccccc1	-4	1	-6	-1.1	29	19	-6	18	9
COc1cccc(CN2CC(C(=O)NCCCCc3ccccn3)CCC2=O)c1 (centres undefined)	-6	-4	4	-1.8	4	18	6	6	10
